# AID2073: inhibitors of Mint1-CaV2.2 protein interaction, biochemical, HTRF (AID 2073) | HTRF protein-protein interaction, Mint1-CaV2.2; higher % means a stronger effect | inhibition, % at 20 µM, or IC50 in µM where a hit was titrated | 290,000 compounds, 0.19% hits | Voltage-dependent N-type calcium channel subunit alpha-1B (Homo sapiens); in the data active means inhibition mostly above about 51%, no sharp cut-off; inconclusive means no clear call, values can overlap the other calls; inactive means mostly below about 53%; further: some results filed as inactive read as strong as hits
# GPR55 activation: GPR55 agonists via beta-arrestin recruitment, primary screen, imaging, U2OS cells, beta-arrestin-GFP redistribution (AID 1961); U2OS GPR55 beta-arrestin-GFP redistribution imaging; higher % means a stronger effect; 290,000 compounds, 0.048% hits; activation, % at 10 µM; hits with a dose series show EC50 in µM;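 active means activation above 40% with more than 50 cells counted in the well; inconclusive means wells holding fewer than 50 cells, flagged as toxic or sparse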;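 further: U2OS osteosarcoma cells stably expressing GPR55 and beta-arrestin-GFP; plate controls were DMSO negative control for no effect and LPI positive control for full effect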
# KOR beta-arrestin-1: KOR agonists, beta-arrestin recruitment, primary screen, cell-based, luminescence, uHTS (AID 1777); Kappa-type opioid receptor (Homo sapiens); KOR beta-arrestin recruitment, luminescence; higher % means a stronger effect; activation, % at 10 µM, or EC50 in µM where a hit was titrated; 280,000 compounds, 0.02% hits; in the data active means activation above about 50%, passing the limit was not always enough; further: a part of the inactive calls stands beside numbers as strong as those of hits
# NOD1 NF-kB reporter: NOD1 signaling inhibitors, primary screen, cell-based, luminescence, uHTS (AID 1578); NOD1-driven NF-kB luciferase reporter cells, luminescence; higher % means a stronger effect; inhibition, % at 4 µM, or EC50 in µM where a hit was titrated; 290,000 compounds, 1% hits; in the data active means inhibition mostly above about 36%, no sharp cut-off; inactive means mostly below about 34%;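 further: HEK-293T reporter cells stimulated with the NOD1 agonist gamma-tri-DAP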
# P. falciparum M17LAP: P. falciparum M17LAP inhibitors, primary screen, biochemical, fluorogenic H-Leu-NHMec substrate, 1536-well (AID 1619). recombinant M17LAP, H-Leu-NHMec fluorogenic kinetic assay; higher % means a stronger effect. inhibition, % at 30 µM, or IC50 in µM where a hit was titrated. 220,000 compounds, 0.38% hits;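 active means compound inhibiting the enzyme by more than half at any dose during confirmatory dose-response retesting; inconclusive means strong single-dose inhibitors picked by rank but not retested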;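 further: plate controls were full reaction with DMSO carrier for no effect and no enzyme background for full effect; strong numbers were not always called active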
# NOD2 inhibition: NOD2 signaling inhibitors, cell-based, luminescence, uHTS, HEK293 (AID 1566). 290,000 compounds, 0.63% hits. HEK293 NOD2/NF-kB luciferase reporter, luminescence; higher % means a stronger effect. inhibition, % at 4 µM, or EC50 in µM where a hit was titrated; further: many of its hits are not listed in these tables
# P. falciparum M1AAP: P. falciparum M1AAP inhibitors, biochemical, fluorogenic H-Leu-NHMec substrate, 1536-well (AID 1445); Aminopeptidase N (Plasmodium falciparum (isolate 3D7)); recombinant M1AAP, H-Leu-NHMec fluorogenic kinetic assay; higher % means a stronger effect; one-dose inhibition, % at 30 µM; IC50 in µM for titrated hits; 220,000 compounds, 0.42% hits;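 active means primary inhibition above the hit cutoff, then over 50% inhibition at one or more dose response concentrations, cut at about 23% in these data, passing the limit was not always enough; inconclusive means conflicting primary data, or primary hits not chosen for dose response; inactive means low primary inhibition, or under 50% at every dose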;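 further: plate controls were DMSO full reaction for no effect and no enzyme background for full effect; strong numbers were not always called active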
# KOR beta-arrestin-2: KOR antagonists, beta-arrestin recruitment, cell-based, luminescence, uHTS (AID 1778). Kappa-type opioid receptor (Homo sapiens). KOR beta-arrestin recruitment, luminescence, antagonist mode; higher % means a stronger effect. 290,000 compounds, 0.091% hits. inhibition, % at 10 µM, or IC50 in µM where a hit was titrated; further: strong numbers were not always called active
# Dynein cargo inh: inhibitors of GR-EGFP nuclear translocation, primary screen, dynein cargo transport inhibitor project, imaging, high-content, 3617.4 mouse cells. test concentration mostly 20 µM; stimulated with dexamethasone, 1 µM; hits give low values. z-score, hits read low. 220,000 compounds, 0.47% hits. AID 1381, 2008;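 active means plate z-score of nuclear minus cytoplasmic receptor signal below a set negative limit, without overly bright fluorescence or cell loss, cut at about -3.5 in these data, passing the limit was not always enough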;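 further: z-score of nuclear minus cytoplasmic ring GR-EGFP intensity difference per well; some compounds called inactive have numbers as strong as hits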
#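 Buffer or medium: tet-free, stripped-serum medium; Also added: dexamethasone, 1.0 µM final; Technique: high-content fluorescence imaging after fixation; Times: 48 h induction, 1 h compound, 30 min dex at 37 °C; Read-out: per-cell GR-EGFP intensity, nucleus versus surrounding cytoplasmic ring, well-averaged.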
# Dynein cargo inh cytoplasmic EGFP: further read-out of Dynein cargo inh, marked with its call; z-score; measured here: cytoplasmic GR-EGFP intensity; hits give high values
# Dynein cargo inh nuclear GR-EGFP: further read-out of Dynein cargo inh, marked with its call; z-score; measured here: nuclear GR-EGFP intensity;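 lower value marks the stronger effect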
# Dynein cargo inh cell count: also measured in Dynein cargo inh; calls as there; z-score; measured here: cell count per field
# * = called active by the depositor; ? = inconclusive; / = not tested or not shown; [ ] = remark or other dose. Unless noted, no stated cut-off is given here; in the data, active means inhibition above about 50%; inactive means the rest.
SMILES,AID2073,GPR55 activation,KOR beta-arrestin-1,NOD1 NF-kB reporter,P. falciparum M17LAP,NOD2 inhibition,P. falciparum M1AAP,KOR beta-arrestin-2,Dynein cargo inh,Dynein cargo inh cytoplasmic EGFP,Dynein cargo inh nuclear GR-EGFP,Dynein cargo inh cell count
Cc1nc2ccccc2c(=O)n1NC(=O)c1ccc([N+](=O)[O-])cc1Cl,12%,0.0%,-3.4%,-28%,-10%,9%,-9%,-8%,1.5,-0.16,0.93,-0.56
COc1ccc(C2CC(c3ccccc3)=NN2C(=O)COC(=O)c2cc(S(=O)(=O)N3CCOCC3)ccc2Cl)cc1 (centres undefined),40%,-0.3%,15%,-6%,-13%,-8%,-1%,-43%,2.9,-0.16,1.6,-1.6
CCn1ncc(/C=N\NC(=O)c2csc3ccccc23)c1C,4%,-0.2%,0.1%,-60%,5%,-55%,8%,-38%,-0.1,-0.22,0.23,0.58
Cc1ccc(NC(=O)c2cc(NC(=O)c3ccccc3C(=O)O)ccc2N2CCCCC2)cc1,8%,0.2%,-2.0%,-2%,-63%,4%,15%,-25%[20 µM],-0.46,-0.25,-0.27,0.43
O=C(NC1CCN(Cc2ccccc2)CC1)c1ccc(Cl)cc1Cl,3%,-0.1%,-3.4%,-7%,/,-31%,/,-4%,/,/,/,/
CN(CC(=O)NCc1ccc(F)cc1)S(=O)(=O)c1ccc2c(c1)n(C)c(=O)c(=O)n2C,16%,-0.2%,-2.0%,-17%,/,7%,/,27%,/,/,/,/
CC1CCN(C(=S)c2cn(Cc3ccc(F)cc3)c3ccccc23)CC1,-6%,-0.1%,-0.8%,/,-1%,21%,0%,14%,0.24,-0.21,-0.23,0.33
COc1cc(C2=NOC(C(=O)Nc3ccc4c(c3)OCO4)C2)cc(OC)c1OC (centres undefined),-5%,-0.2%,-6.6%,0%,/,7%,/,24%,/,/,/,/
CCCn1c(SCC(=O)N2c3ccccc3Sc3ccccc32)nc2ccccc21,9%,-0.3%,1.7%,13%,-2%,24%,4%,19%,0.61,-0.24,0.46,-0.22
O=c1c2cnn(-c3ccccc3)c2ncn1Cc1ccccc1F,8%,-0.1%,2.1%,-16%,-11%,-6%,3%,-18%,0.25,0.053,0.53,-0.79
CCOC(=O)c1nc2ccccc2c(C)c1C,5%,-0.1%,12%,-4%,/,11%,/,6%,0.53,-0.75,0.099,-0.66
C/C(=N\NC(=O)c1nnn(-c2nonc2N)c1-c1cccs1)c1ccc(C)cc1,4%,-0.1%,-1.7%,-20%,/,3%,/,-1%,/,/,/,/
CCCCCNC1=CC(=O)CC(c2ccccc2)C1 (centres undefined),7%,-0.1%,7.2%,7%,6%,-10%,3%,-16%,1.5,-0.21,-0.18,-2
COc1ccccc1OCc1ccc(C(=O)NN)o1,1%,-0.1%,-1.8%,9%,-5%,15%,-9%,10%,0.04,-0.23,-0.035,0.28
Cc1cccc(C(=O)NC2CC3CCCC(C2)N3S(=O)(=O)c2ccccc2)c1 (centres undefined),-3%,-0.1%,2.9%,8%,6%,13%,7%,-12%,0.1,-0.27,0.13,0.63
COc1ccc(C(=O)Nc2ccc3nc(N4CCCCC4)cc(C)c3c2)cc1OC,49%,-0.2%,14%,-48%,-6%,11%,10%,4%,0.085,-0.029,0.15,1.1
COc1ccc(N2CCN(C(c3cccc(OC)c3OC)c3nnnn3C3CCCC3)CC2)cc1 (centres undefined),-5%,-0.2%,6.0%,-14%,1%,-18%,3%,17%,-0.58,-0.26,-0.36,0.27
COc1ccc(CCNC(=O)c2ccc(-c3ccc([N+](=O)[O-])cc3Cl)o2)cc1,20%,0.5%,1.3%,4%,-4%,-2%,4%,-1%,0.035,-0.17,0.33,-0.63
Cc1ccc(NC(=O)CC2Nc3ccccc3NC2=O)cc1Cl (centres undefined),5%,0.0%,4.1%,-6%,/,-163%,/,-27%,-0.44,-0.17,-0.81,0.014
Cc1ccc(C(=O)NCC(=O)O)s1,-6%,0.2%,-0.9%,-28%,2%,0%,2%,13%,-0.48,-0.27,-0.25,0.62
C/C(=N\N=C(N)N)c1cccc([N+](=O)[O-])c1,-6%,-0.1%,-2.7%,-13%,-1%,2%,10%,2%,0.73,-0.19,0.45,-0.64
CCN(CC)CCOCCOc1ccccc1F,-2%,0.2%,2.4%,-12%,5%,-13%,18%,-52%,0.27,-0.18,0.38,0.16
Cc1cc(C)cc(NC(=S)NC2CC3CCC(C2)N3Cc2ccco2)c1 (centres undefined),-5%,0.0%,2.9%,10%,7%,8%,2%,13%,0.012,-0.17,0.55,0.86
c1ccc(-c2ccc(-c3nc(-c4cccnc4)no3)cc2)cc1,-2%,-0.2%,-0.3%,-50%,-1%,-144%,-1%,12%,-0.96,-0.17,-0.16,-0.036
CC(C)(C)OC(=O)N1CCC(c2c(C(=O)N3CCN(C4CCCCC4)CC3)cnn2-c2ccccc2)CC1,4%,0.0%,2.2%,-8%,/,2%,/,-7%,/,/,/,/
# Additional entries.
SMILES,AID2073,GPR55 activation,KOR beta-arrestin-1,NOD1 NF-kB reporter,P. falciparum M17LAP,NOD2 inhibition,P. falciparum M1AAP,KOR beta-arrestin-2,Dynein cargo inh,Dynein cargo inh cytoplasmic EGFP,Dynein cargo inh nuclear GR-EGFP,Dynein cargo inh cell count
CC(=O)c1cccc(NC(=O)N2CCC(c3nnc(SCC(N)=O)n3C)CC2)c1,7%,-0.1%,-7.9%,17%,-6%,13%,3%,17%,0.21,-0.23,0.49,-0.63
COc1cccc(NC(=O)NCC2CCN(Cc3ccc(F)cc3)CC2)c1,-10%,1.6%,1.8%,0%,/,-6%,/,-19%,/,/,/,/
CC(=O)N(Cc1ccccc1)c1ccc(C(=O)O)cc1,-3%,0.3%,5.1%,-8%,9%,0%,12%,12%,-0.75,-0.057,-0.18,0.81
COc1ccc(CC(=O)NCc2n[nH]c(=S)n2-c2ccc(F)cc2)cc1,4%,0.2%,-8.3%,-16%,5%,15%,-3%,-30%[20 µM],-0.59,-0.086,0.33,0.26
CCCc1nc(N2CCCC2)c(C#N)c2c1CCCC2,5%,0.3%,-2.3%,3%,2%,5%,5%,-24%,0.68,-0.2,0.76,2.1
O=c1[nH]c(-c2ccccn2)nc(C(F)(F)F)c1Br,?,0.4%,-2.2%,-1%,0%,14%,-11%,4%,1.8,-0.016,1.1,-1.4
Cc1nn(C)c(C)c1NC(=O)CC12CC3CC(CC(C3)C1)C2,-1%,-0.1%,-3.2%,-8%,2%,6%,2%,-23%,0.42,-0.033,0.74,-0.32
COc1ccc(C)cc1S(=O)(=O)N1CCN(C(=O)c2ncoc2-c2cccc(F)c2)CC1,-9%,-0.1%,0.5%,-35%,/,31%,/,-13%,/,/,/,/
COc1ccc(NS(=O)(=O)c2cc(NC(=O)c3ccco3)ccc2N2CCCCC2)cc1,0%,-0.4%,3.2%,17%,-3%,2%,4%,/,-0.31,-0.29,-0.26,0.38
CSc1cccc(NC(=O)COc2ccccc2C)c1,-6%,-0.3%,-3.7%,-20%,6%,-7%,5%,-22%,-0.41,-0.33,0.33,0.47
CCOc1ccccc1N=c1oc2cc(O)ccc2cc1C(=O)NCC1CCCO1 (centres undefined),15%,0.0%,-5.5%,-6%,-129%,-26%,14%,32%,0.069,-0.074,0.38,0.29
CN1Cc2c(N3CCOCC3)nc(SCc3ccccc3)c(C#N)c2CC1(C)C,-14%,0.1%,-3.8%,3%,-14%,14%,1%,-18%,-0.21,0.033,0.19,1
CN(C)S(=O)(=O)c1ccc(NC(=O)CN2CCCCCC2)cc1,6%,-0.2%,-5.1%,-32%,/,4%,/,-11%,/,/,/,/
CC(NC(=S)NCCc1ccccc1)C(c1cccs1)N1CCN(C)CC1 (centres undefined),17%,0.3%,5.8%,-4%,5%,4%,7%,-12%,-0.021,-0.19,0.91,-0.58
CCOC(=O)c1sc(=S)n(Cc2ccccc2)c1N,-2%,-0.1%,0.1%,-30%,0%,-12%,15%,29%,1.2,-0.26,1.1,-1.4
CSCC[C@H](NC(=O)c1ccco1)c1nnc2ccccn12,-4%,-0.1%,1.0%,-5%,/,-1%,/,-44%,/,/,/,/
Cc1cc(=O)oc2cc(OCc3ccc(C(=O)OCC(=O)N(C)C4CCS(=O)(=O)C4)cc3)ccc12 (centres undefined),36%,0.2%,-1.6%,-7%,2%,6%,3%,17%,0.39,-0.28,0.2,-0.42
Cc1ccc2cc(CCNC(=O)c3c(-c4ccccc4Cl)noc3C)c(=O)[nH]c2c1,3%,-0.3%,3.4%,-20%,-4%,-4%,1%,26%,-0.5,0.011,-0.16,-0.031
Cc1cc(OCC(=O)NCCN2CCOCC2)c2c(C)c(C)c(=O)oc2c1,18%,-0.2%,-0.9%,-18%,/,10%,/,-16%,/,/,/,/
CCC(Sc1nc(C)cc(=O)[nH]1)C(=O)Nc1nnc(C)s1 (centres undefined),3%,0.2%,-2.5%,-23%,12%,14%,-1%,6%,-1.2,-0.22,-0.77,-0.022
COc1ccc(C(c2c(N)[nH]c(=S)[nH]c2=O)c2c(N)[nH]c(=S)[nH]c2=O)cc1,-6%,-0.1%,0.8%,-14%,-4%,10%,13%,8%,-0.22,-0.21,0.35,-0.051
CCN1CCCC1CNC(=O)C(=O)Nc1cccc(OC)c1 (centres undefined),20%,0.2%,-1.1%,20%,18%,-10%,0%,-34%,-0.41,-0.21,-0.052,0.58
Cc1ccc(NC(=O)c2ccc(NCCc3ccccc3)c([N+](=O)[O-])c2)cc1F,-2%,-0.3%,14%,3%,2%,13%,2%,27%,-0.036,0.83,0.64,-1.7
CCCn1c2c(c(O)c(C(=O)Nc3ncccc3O)c1=O)CCCC2,-2%,-0.2%,-8.8%,49%,-10%,40%,25%*,-37%,-0.11,-0.42,-0.36,0.2

# Screening data (PubChem)

# A portion of the library, so the mix of outcomes need not match the whole.
